Screening data as filed in PubChem.
PGK inhibitor – blocks T. brucei phosphoglycerate kinase | Potency, µM (highest dose often 57.5 µM), for inactives: at the top dose activity change, negative = inhibition, actives largely listed as inhibitors | 380,000 compounds, 0.043% hits | PGK/GAPDH coupled, Kinase-Glo luminescence, 60 min; note: potency is the fitted concentration of half-maximal effect; % is set by controls: 0 for no effect and ±100 for the full control effect; nearly all actives have a fitted effect of over 60% in size
Target sequence (P07378 whole entry, looked up): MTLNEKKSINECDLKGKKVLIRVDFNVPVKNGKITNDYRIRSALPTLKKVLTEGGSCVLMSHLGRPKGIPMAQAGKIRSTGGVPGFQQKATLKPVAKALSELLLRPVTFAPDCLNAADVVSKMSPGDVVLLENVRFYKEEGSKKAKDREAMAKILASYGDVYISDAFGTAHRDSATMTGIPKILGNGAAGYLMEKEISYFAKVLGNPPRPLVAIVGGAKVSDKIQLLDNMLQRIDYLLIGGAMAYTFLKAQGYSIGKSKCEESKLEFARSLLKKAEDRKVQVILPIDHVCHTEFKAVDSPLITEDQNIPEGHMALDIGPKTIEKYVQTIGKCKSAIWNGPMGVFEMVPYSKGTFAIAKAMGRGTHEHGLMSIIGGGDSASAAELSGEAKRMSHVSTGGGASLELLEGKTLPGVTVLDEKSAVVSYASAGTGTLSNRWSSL
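Recombinant glycosomal PGK reaction used 1,3-bisphosphoglycerate generated in-well by GAPDH (100nM final) in 100mM TEA pH 7.6, 5mM MgCl2, 0.01% Tween-20. After 60 minutes at room temperature, ATP was read by Kinase-Glo Plus luminescence end-point.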
Pol eta inh – inhibitors of human DNA polymerase eta; 390,000 compounds, 1.2% hits; Q9Y253; recombinant Pol eta, fluorescent DNA replication assay; Potency, µM (doses to about 114 µM), without a hit: at the top dose activity change, negative = inhibition, hits mostly inhibitors; AID 588591; note: potency is the fitted concentration of half-maximal effect; % is set by controls: 0 for no effect and ±100 for the full control effect
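Fluorescent replication assay: 50 nM final substrate added after a 15 min room-temperature compound preincubation with 10 nM enzyme. Signal taken at 0 min and again at 10 min.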
JMJD2A Tudor inh – inhibitors of human JMJD2A Tudor domain | O75164 | 390,000 compounds, 4.4% hits | Potency, µM (top dose mostly 114 µM), for the others: top-dose activity change, negative = inhibition, most hits filed as inhibitors | AlphaScreen JMJD2A-Tudor / H3K4me3 peptide binding; note: potency is the fitted concentration of half-maximal effect; % is set by controls: 0 for no effect and ±100 for the full control effect; nearly all actives have a fitted effect of over 50% in size
PI4K2A block – blocks human PI4K2A kinase activity | Q9BTU6 | 420,000 compounds, 0.13% hits | activity change, negative = inhibition, % at 76.9 µM | purified PI4K2A, ADP-Glo luminescence, 1 h; stronger effect = lower value | AID 1346378; in the data active = activity change below about -50%; inconclusive = mostly about -30% to -49%;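 note: -100% = wells without enzyme as full effect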
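Compounds are screened against recombinant PI4K2A using PI as substrate and ATP, the latter dispensed at 300 microM. Reactions run one hour at ambient temperature before ADP-Glo detection; full inhibition defined by wells lacking enzyme.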
HP1b chromo inh – inhibitors of HP1-beta chromodomain binding to methylated histone tails; Potency, µM (highest dose often 114 µM), for the others: top-dose activity change, negative = inhibition, hits mostly inhibitors; P83916; 390,000 compounds, 0.56% hits; AID 540317; AlphaScreen HP1-beta / biotin-H3K9me3 peptide binding; note: potency is the fitted concentration of half-maximal effect; nearly all actives have a fitted effect of over 70% in size; inactives centre near 23
Target sequence (P83916 whole entry, looked up): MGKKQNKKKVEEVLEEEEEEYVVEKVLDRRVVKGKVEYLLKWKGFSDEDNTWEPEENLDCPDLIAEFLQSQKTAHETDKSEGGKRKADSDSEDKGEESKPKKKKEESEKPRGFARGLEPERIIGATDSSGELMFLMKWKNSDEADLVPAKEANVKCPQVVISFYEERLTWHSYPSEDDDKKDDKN
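AlphaScreen: HP1-beta (50 nM) preformed 30 min with biotin-H3(1-18)K9me3 peptide (50 nM) in PBS pH 7.4, 0.01% Tween-20. Compound added for 30 min at RT, then streptavidin donor/nickel chelate acceptor beads (10 ug/mL) for 30 min.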
Pin1 inhibitor – blocks the human prolyl isomerase Pin1; Q13526; Pin1 FP peptide displacement, HiFluor488, 10 min; Potency, µM (series often up to 115 µM), inactives show at the highest dose activity, negative = inhibition, most hits filed as inhibitors; 390,000 compounds, 0.009% hits; active = well fitted inhibition curve with a large enough effect in the polarisation, with a control signal flat, not every such curve was filed as active; inconclusive = small, poorly fitted or top-dose-only effect, or effect the other way, or a change in a side signal; inactive = no such curve, though single readings can be large or run the other way; the % refers to the polarisation; note: potency is the fitted concentration of half-maximal effect; % is set by controls: 0 for no effect and ±100 for the full control effect
Target sequence (Q13526 whole entry, looked up): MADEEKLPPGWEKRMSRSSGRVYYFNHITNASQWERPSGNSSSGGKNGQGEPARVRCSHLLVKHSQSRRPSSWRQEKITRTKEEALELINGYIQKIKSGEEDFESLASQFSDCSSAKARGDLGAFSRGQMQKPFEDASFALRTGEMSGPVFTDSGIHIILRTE
GLS inhibitor – glutaminase GLS (human) inhibition; 410,000 compounds, 0.21% hits; O94925; AID 624170; Potency, µM (doses to about 45.5 µM), for inactives: at the highest dose activity change, negative = inhibition, actives largely listed as inhibitors; GLS enzymatic activity, qHTS titration; note: potency is the fitted concentration of half-maximal effect; % is set by controls: 0 for no effect and ±100 for the full control effect
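hKGA in 45 mM KH2PO4 pH 8.2, 0.02% Tween-20 with pin-transferred compounds; 1 mM L-glutamine (stock) plus glutamate oxidase/HRP/Amplex Red coupling added. Fluorescence read initially and after 30 min at RT.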
G9a block – G9a (human) methyltransferase inhibition; 350,000 compounds, 8.8% hits; G9a H3K9 monomethylation, AlphaScreen, 2 h; Potency, µM (highest dose often 102 µM), without a hit: at the highest dose activity, negative = inhibition, most hits filed as inhibitors; Q96KQ7; note: potency is the fitted concentration of half-maximal effect; % is set by controls: 0 for no effect and ±100 for the full control effect; nearly all actives have a fitted effect of over 75% in size
Target sequence (Q96KQ7 913-1193 limits assumed): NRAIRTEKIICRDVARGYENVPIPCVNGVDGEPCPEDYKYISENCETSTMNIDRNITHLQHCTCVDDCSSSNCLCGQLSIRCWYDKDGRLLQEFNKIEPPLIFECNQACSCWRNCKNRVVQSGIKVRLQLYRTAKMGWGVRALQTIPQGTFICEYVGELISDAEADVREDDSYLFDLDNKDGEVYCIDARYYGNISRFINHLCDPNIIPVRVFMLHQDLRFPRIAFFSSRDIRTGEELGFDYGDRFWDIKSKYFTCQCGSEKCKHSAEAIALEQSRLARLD
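Step 1: enzyme (final 20 nM) with compound, 15 min RT. Step 2: substrate peptide 500 nM and SAM 20 uM, 2 h RT. Step 3: anti-H3K9me1 antibody and AlphaScreen beads, 10 min, then plate read.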
BAZ2B block – BAZ2B (human) inhibition | AlphaScreen BAZ2B-H3K14Ac peptide displacement | Potency, µM (highest dose often 114 µM), inactives show at the top dose activity change, negative = inhibition, actives largely listed as inhibitors | 360,000 compounds, 4.4% hits | AID 504333; note: potency is the fitted concentration of half-maximal effect; % is set by controls: 0 for no effect and ±100 for the full control effect; nearly all actives have a fitted effect of over 60% in size
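AlphaScreen displacement of biotin-H3(5-23)K14Ac peptide (50 nM final) from BAZ2B (50 nM final) in PBS pH 7.4, 0.01% Tween-20; complex preformed 30 min RT, then compounds (top 110 uM) 30 min RT, beads 20 min dark.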
* = called active by the depositor; i = inactive; ? = inconclusive; nt = no result given; & = joins results of further samples; [ ] = remark or other dose. Unless noted, calls come from the whole dose curve; as a rule, active = well fitted curve in the direction sought with a large enough effect; inconclusive = small, poorly fitted or top-dose-only effect, or another doubt; inactive = no such curve, though single readings can be large; an effect the other way counts as inactive or inconclusive.

(1) COc1cccc(Cn2c(CNS(=O)(=O)c3ccc4c(c3)CCCC4)nc3cccnc32)c1
(2) CCOC(=O)C1=C(c2ccccc2)N=c2s/c(=C\c3cccc(O)c3)c(=O)n2C1c1cccs1 (stereo not given)
(3) O=C(Cc1cccs1)Nc1cccc(-c2nc3cc4ccccc4cc3[nH]2)c1
(4) COc1ccc(-c2nc(SC(C)C(=O)NC3CC3)n[nH]2)cc1 (stereo not given)
(5) COC/C=C/C1=CC(=O)C[C@H](c2ccc3c(c2)OCO3)C1
(6) Cc1cc(Oc2ccc(=O)n(C)n2)nc(Oc2ccc(=O)n(C)n2)n1
(7) CCOC(=O)N1CCN(S(=O)(=O)c2ccc(Cl)cc2)CC1
(8) Cc1cnc(N)c2c(=O)oc3ccccc3c12

compound no. | 1 | 2 | 3 | 4 | 5 | 6 | 7 | 8
PGK inhibitor | i | i | -14% | 11% | 0% | 4% | 3% | -5%
Pol eta inh | -14% | 4% | -15% | -19% | -3% | -16% | -18% | -21%
JMJD2A Tudor inh | -28% | ? | -5% | 1% | -20% | -6% | -1% | -17%
PI4K2A block | -1 | -1 | -5 | 0 | 3 | 0 | -3 | 4
HP1b chromo inh | 14%[57 µM] | -21% | 46%[activator] | 23% | 18% | 13% | 43%[activator] | 17%
Pin1 inhibitor | 15% | 64%[activator] | 11% | 4% | -1% | -6% | -1% | -7%
GLS inhibitor | 3% | -21% | 3% | -1% | 14% | 19% | -3% | -9%
G9a block | 10%[59 µM] | ? | 35%[activator][59 µM] | -4% | -27%[0.501 µM] | 6%[59 µM] | nt | 20%
BAZ2B block | -13% | ? | -3% | -5% | -8% | 6% | -6% | -11%

(9) Cc1cc(C)n2nc3nc(N4CCCCC4)nc(-c4ccco4)c3c2n1
(10) N=C1C(c2nc3ccccc3c(=O)[nH]2)=C(O)CN1CCc1ccccc1
(11) CCC(O)c1cc2c(cc1NC(=O)c1ccccc1F)OCCO2 (stereo not given)
(12) COc1ccccc1CNC(=O)c1nnc(Cc2ccc(Cl)cc2)o1
(13) CSCCC(NC(=O)c1ccc(Br)cc1)C(=O)O (stereo not given)
(14) CCCN(CCC)S(=O)(=O)c1ccc(C(=O)O)cc1
(15) CNc1nnc(-c2cccc(N(C)C)c2)s1
(16) Cc1ccc(N=C2CCCN2Cc2ccccc2)c(C#N)c1

compound no. | 9 | 10 | 11 | 12 | 13 | 14 | 15 | 16
PGK inhibitor | -4% | -9% | -4% | i | -10% | 8% | -11% | -1%
Pol eta inh | 10µM* | -15% | -19% | -7% | -7% | -14% | 7% | -20%
JMJD2A Tudor inh | ? | -25% | -13% | -15% | -15% | -14% | -22% | 35%
PI4K2A block | -23 | 0 | 0 | 5 | 0 | 1&3 | 7 | 1
HP1b chromo inh | -14% | 37% | 66%[activator] | 31%[activator] | 3% | 65%[activator] | 32% | 93%
Pin1 inhibitor | ? | 15% | -1% | 0% | 1% | 0% | 0% | -3%
GLS inhibitor | ? | -9% | 6% | -1% | 7% | -3%&2% | 49%[activator] | 0%
G9a block | 4µM* | ? | -20%[59 µM] | 18% | ? | -47%[59 µM] | ? | 0%[59 µM]
BAZ2B block | 79µM* | -38% | 2% | 5% | -4% | -33% | -1% | 37%

(17) CCOc1ccc(NC(=O)CCS(=O)(=O)c2cccc3nonc23)cc1
(18) CCOC(=O)c1sc(N2C(=O)c3oc4ccc(F)cc4c(=O)c3C2c2cccc(OC)c2)nc1C (stereo not given)
(19) CSCCC(NC(=O)c1ccccc1Cl)C(=O)NNC(=O)c1ccncc1 (stereo not given)
(20) O=C(NCc1ccccc1)C1CC2CCCC(C1)C2=O (stereo not given)
(21) O=C(Nc1ccc(S(=O)(=O)Nc2ncccn2)cc1)C12CC3CC(CC(Cl)(C3)C1)C2
(22) O=C(CCNS(=O)(=O)c1cccc2nonc12)NC1CCCCC1
(23) OCCNc1ncnc2c1c(-c1ccccc1)c(-c1ccccc1)n2Cc1ccco1
(24) Nc1cc2cccnc2cc1Cl

compound no. | 17 | 18 | 19 | 20 | 21 | 22 | 23 | 24
PGK inhibitor | 0% | 0% | -1% | -5% | i | -3% | 7% | -2%
Pol eta inh | -11% | 2% | 3% | -10% | 18µM* | -6% | -4% | -4%
JMJD2A Tudor inh | -3% | -20% | -8% | -4% | -23% | -11% | 56µM* | -10%
PI4K2A block | 3 | -5 | -6 | -5 | -4 | 4 | -17 | 2
HP1b chromo inh | 25% | 4% | 24% | 58% | 23%[57 µM] | 5% | -12% | 12%[57 µM]
Pin1 inhibitor | 6% | 5% | 0% | 3% | 5% | -4% | ? | -1%
GLS inhibitor | -11% | -4% | 1% | -1% | -8% | 1% | 15% | -3%
G9a block | -7%[59 µM] | ? | -2% | 20%[59 µM] | nt | 0% | 18µM* | nt
BAZ2B block | -10% | -13% | 11% | 7% | nt | -6% | 50µM* | nt

Some entries already given, limited to Pol eta inh, PI4K2A block and Pin1 inhibitor:
| nr | Compound | Pol eta inh | PI4K2A block | Pin1 inhibitor |
| --- | --- | --- | --- | --- |
| 23 | OCCNc1ncnc2c1c(-c1ccccc1)c(-c1ccccc1)n2Cc1ccco1 | -4% | -17 | ? |
| 20 | O=C(NCc1ccccc1)C1CC2CCCC(C1)C2=O (stereo not given) | -10% | -5 | 3% |
| 24 | Nc1cc2cccnc2cc1Cl | -4% | 2 | -1% |

More compounds:
(25) O=C(CSc1cccc[n+]1[O-])Nc1ccc(Cl)cc1F
(26) Cc1nc(-c2cc(C#N)c(Sc3cccc(C(F)(F)F)c3)nc2C)cs1
(27) COc1ccc(NC(=S)NCCC2=CCCCC2)cc1OC
(28) COc1ccc(-c2cc(C(=O)N3CCN(c4ccc(F)cc4)CC3)no2)cc1
(29) COc1ccccc1NC(=O)Nc1nc(CC(=O)Nc2ccc(N(C)C)cc2)cs1
(30) COCCNC(=O)C(=O)NCC1OCCCN1S(=O)(=O)c1cccs1 (stereo not given)
(31) CCn1c(C)nc2cc(C(=O)NNC(=S)Nc3ccc(OC)cc3)ccc21
(32) CSc1ccc(-c2sc(Nc3ccccc3)n[n+]2-c2ccc(F)cc2)cc1

compound no. | 25 | 26 | 27 | 28 | 29 | 30 | 31 | 32
PGK inhibitor | -5% | -7% | 0% | i | -2% | -10% | -8% | -1%
Pol eta inh | -13% | -7% | -11% | -2% | -14% | -16% | -2% | -16%
JMJD2A Tudor inh | -5% | 4% | -31% | -20% | 25µM* | -10% | -8% | 56µM*
PI4K2A block | -6 | 2 | 1 | 2 | 6 | 3 | -7 | -4
HP1b chromo inh | 39% | 38% | 15% | 1% | 40µM* | 28% | 26% | -7%
Pin1 inhibitor | -7% | -1% | -2% | 1% | -1% | 3% | 1% | 4%
GLS inhibitor | -6% | 3% | -5% | 0% | 1% | -12% | -13% | 16%
G9a block | nt | 8% | ? | 6% | 11µM* | -1%[59 µM] | 40µM* | 50µM*
BAZ2B block | nt | 10% | ? | 4% | 13µM* | -2% | -3% | ?

(33) CCOc1ccc(NC(=O)N(C2CCCCC2)C(C)c2cccnc2)cc1 (stereo not given)
(34) CC(OC(=O)C1=COCCO1)C(=O)Nc1cccc(S(=O)(=O)N2CCOCC2)c1 (stereo not given)
(35) CSCCC(NC(=O)c1ccccc1Br)C(=O)N1CCCC(C(F)(F)F)C1 (stereo not given)
(36) CCOc1cccc(NC(=O)CC#N)c1
(37) O=C(Nc1ccc2ccccc2c1)c1cccnc1
(38) O=C1CSC2=NCN(c3ccc4c(c3)OCO4)CN12
(39) O=c1oc2cc(Oc3c([N+](=O)[O-])cc(C(F)(F)F)cc3[N+](=O)[O-])ccc2c2c1CCCC2
(40) Cc1cc(=O)oc2c1ccc1ccccc12

compound no. | 33 | 34 | 35 | 36 | 37 | 38 | 39 | 40
PGK inhibitor | -2% | -5% | i | i | -3% | -8% | 9% | i
Pol eta inh | -2% | -22% | -29% | -7% | -17% | 0% | -21% | -12%
JMJD2A Tudor inh | -20% | 9% | -20% | 9% | 1% | ? | ? | 3%
PI4K2A block | 3 | -2 | 1 | 1 | -2 | 3 | 10 | -4
HP1b chromo inh | 24% | 35% | 7% | 27% | 73%[activator] | 8% | ? | 33%
Pin1 inhibitor | -1% | -1% | -10% | -12% | 1% | 5% | 1% | -9%
GLS inhibitor | -1% | 1% | 0% | 2% | -5% | 6% | -17% | 2%
G9a block | ? | -39% | 7% | -3%[59 µM] | ? | 9%[2.33 µM] | ? | -11%[2.33 µM]
BAZ2B block | -29% | 2% | -27% | 6% | -35% | ? | ? | 14%

(41) COc1cc(/C=N/NC(=O)c2cc3ccccc3cc2O)ccc1OCCN1CCCCC1
(42) CC(=O)c1cccc(CN2CCN(C3CCCCC3)C(CCO)C2)c1 (stereo not given)
(43) Cc1ccc(N2CC(c3nnc(NC(=O)c4ccco4)s3)CC2=O)cc1C (stereo not given)
(44) CCCOc1ccc(C2C(=O)N(C3CCCCCC3)CC(=O)N2Cc2ccc(OC)cc2)cc1OC (stereo not given)
(45) c1ccc(-c2cn3c(n2)CCc2ccc4cccnc4c2-3)cc1
(46) CSc1nsc(SCC(=O)Nc2nc3ccccc3s2)n1

compound no. | 41 | 42 | 43 | 44 | 45 | 46
PGK inhibitor | -6% | -3% | 0% | 3% | 4% | 14%
Pol eta inh | -23% | -16% | 3% | -7% | -18% | -3%
JMJD2A Tudor inh | ? | -8% | -11% | -20% | 4% | -17%
PI4K2A block | -5 | 5 | -1 | 7 | -3 | 2
HP1b chromo inh | -12% | 18% | 8% | 10% | 85%[activator] | 29%
Pin1 inhibitor | ? | -3% | -3% | -5% | ? | 4%
GLS inhibitor | 3% | 3% | -7% | 0% | 2% | 0%
G9a block | -10%[59 µM] | -11%[59 µM] | ? | 5%[59 µM] | nt | 5%[59 µM]
BAZ2B block | -16% | -2% | -20% | -12% | 8% | 3%

Only part of the results is shown; the hit share may differ from the screen's.
